Source: PubChem (National Center for Advancing Translational Sciences (NCATS))
Peg3 imprint = qHTS Assay for Compounds that Induce Erasure of Genomic Imprints; mouse ES Peg3-LacZ reporter, beta-gal luminescence, 40 h; Potency, µM (top dose mostly 60.7 µM), without a hit: top-dose activity change, positive = activation, actives largely listed as activators; 110,000 compounds, 0.02% hits; AID 1948, 2009;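 note: 0% = negative control wells on the plate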
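Each well holds 300 Peg3LacZ-Neo (maternal) female ES cells incubated 40 h at 37C, 5% CO2. LacZ is measured by BetaGlo luminescence, with AC50 and maximum efficacy derived from dose-response curves.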
p53ts 32C kill = qHTS Screen for Compounds that Selectively Target Cancer Cells with p53 Mutations: Cytotoxicity of p53ts Cells at the Permissive Temperature; 130,000 compounds, 0.93% hits; Potency, µM (top dose mostly 46.1 µM), for inactives: top-dose activity change, negative = cytotoxicity, hits mostly cytotoxic; AID 924, 2007; H1299-p53A138V at 32C, ATP luminescence viability, 24 h;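 note: 0% = DMSO and -100% = full killing by reference compound; nearly all actives have a fitted effect of over 55% in size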
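H1299-p53 A138V cells (temperature-sensitive p53) exposed 24 h to up to 46 uM compound at 32C, where p53 is wild-type in conformation. Viability read as ATP luminescence and normalised to DMSO and 100 uM tamoxifen. AC50 fitted with the Hill equation.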
p53ts 39C tox = qHTS Screen for Compounds that Selectively Target Cancer Cells with p53 Mutations: Cytotoxicity of p53ts Cells at the Nonpermissive Temperature. H1299-p53A138V viability at 39C, ATP luminescence, 24 h. Potency, µM (titrated, usually from 46.1 µM), without a hit: at the highest dose activity change, negative = cell killing, hits mostly cytotoxic. 130,000 compounds, 1.5% hits; note: nearly all actives have a fitted effect of over 55% in size
IkB sig inh = IkB Signaling; ABC-DLBCL IkBa-CBG/CBR dual luciferase ratio, 4 h; response scale: scaled: untreated 0%, proteasome inhibitor 100%; Potency, µM (highest dose often 57.1 µM), without a hit: top-dose IkBa stabilization activation; 110,000 compounds, 0.04% hits; active = well fitted curve in the direction sought with a large enough effect in the signal ratio, not every such curve was filed as active; inconclusive = small, poorly fitted or top-dose-only effect, or a change in a side signal; the % refers to the signal ratio;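 note: the direction sought is a rising ratio; 0% = basal untreated cells and 100% = reference inhibitor full response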
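Curves were fitted separately to fusion (green), unfused (red) and ratio luminescence, then classed by r2, magnitude and activity. Cells: OCI-Ly3, 4 h compound plus doxycycline at 37C; 10 uM MG-132 defined full response.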
An asterisk follows results filed as active; ? = inconclusive; . = not tested or not shown; [ ] = remark or other dose. Unless noted, calls come from the whole dose curve; as a rule, active = well fitted curve in the direction sought with a large enough effect; inconclusive = small, poorly fitted or top-dose-only effect, or another doubt; inactive = no such curve, though single readings can be large; an effect the other way counts as inactive or inconclusive. Unless noted, % is set by controls: 0 for no effect and ±100 for the full control effect; potency is the fitted concentration of half-maximal effect.

SMILES,IkB sig inh,p53ts 32C kill,Peg3 imprint,p53ts 39C tox
Cc1c(C(=O)C(=O)N2c3ccc(F)cc3CCC2C)c2ccccc2n1C (configuration not stated),.,10.7%,.,11.1%
Cc1nc2cncnc2n(Cc2ccccc2Cl)c1=O,-0.8%[11.4 µM],10.9%,2.0%,-6.6%
Cc1c(C(=O)N2CCN(C)CC2)oc2c1C(=O)CC(C)(C)C2,0.1%,0.7%,-10.2%,-2.8%
Cc1noc(C)c1-c1nccc(NCc2cccs2)n1,2.9%[11.4 µM],8.2%,?,-13.9%
COc1cccc(CNC(=O)CCNS(=O)(=O)c2ccc3c(c2)CCCC(=O)N3)c1,?,-2.6%,-3.3%[10.9 µM],9.0%
O=C1CC(c2ccco2)CC(O)=C1C=NCC1NCCc2ccccc21 (configuration not stated),?,-4.8%,-10.3%,15.2%
COC(C1CCCCC1)C(C)C(OCc1cccc(Br)c1)C(C)CO (configuration not stated),.,-4.0%[9.22 µM],.,-6.2%[9.22 µM]
CCc1ccc(NC(=O)N2CCN(c3nnc(C)c4c(C)n(-c5ccc(Cl)cc5)nc34)CC2)cc1,9.0%,?,-5.5%[10.9 µM],?
O=CN1CCC(=O)N(Cc2ccccc2)c2ccccc21,0.7%,3.8%,-6.9%,0.7%
COC(=O)C1=C(C)n2cnnc2NC1c1ccc(Cl)cc1 (configuration not stated),0.7%,6.4%,9.4%,10.1%
CCc1cccc(C)c1NS(=O)(=O)c1ccc2c(c1)CC(C)N2C(=O)C1CC1 (configuration not stated),?,-1.8%,-14.9%[10.9 µM],-14.3%
COc1ccccc1NC(=O)CSc1ccc(-c2sc(C)nc2C)nn1,1.8%,8.6%,7.6%[10.9 µM],-25.8%
COc1ccc(NC(=O)C(CC(C)C)NS(=O)(=O)c2ccc3c(c2)oc(=O)n3C)cc1Cl (configuration not stated),-1.1%,4.8%,-6.0%[10.9 µM],0.1%
CCCC(C)(C)NC(=O)CCCCC(=O)NC(C)(C)CCC,0.9%,4.2%,-6.9%,-0.4%
CC(C)OC(=O)c1cc(NC(=S)Nc2ccc([N+](=O)[O-])cc2)cc(C(=O)OC(C)C)c1,.,?,.,8.6%

Some values from the list.
Entry for `Cc1noc(C)c1-c1nccc(NCc2cccs2)n1` under p53ts 39C tox: -13.9%
Entry for `COc1ccccc1NC(=O)CSc1ccc(-c2sc(C)nc2C)nn1` under p53ts 32C kill: 8.6%

Further compounds:
SMILES,IkB sig inh,p53ts 32C kill,Peg3 imprint,p53ts 39C tox
Fc1ccc(-c2noc3ncnc(Nc4ccc(F)cc4F)c23)cc1,0.4%,-3.8%,9.1%[10.9 µM],-3.0%
COc1cccc(NC(=O)CN2C(=O)CC(c3ccco3)Sc3ccccc32)c1 (configuration not stated),?,0.8%,-14.2%[10.9 µM],-16.0%
CCOC(=O)CNC(=O)CSc1nnc(Cn2cnc3ccccc32)n1C,-0.2%,-7.2%,3.3%,-8.1%
COc1ccc(C(=O)NC(C)c2nnc(SCC(=O)Nc3nc4ccccc4s3)n2C)cc1 (configuration not stated),5.5%,2.9%,-17.7%,8.4%
CC(C)C(c1nnnn1Cc1ccc(F)cc1)N1CCSCC1 (configuration not stated),0.2%,12.2%,-8.6%,13.1%
Cc1cccc(NC(=O)CCN2CCN(C/C=C/c3ccccc3)CC2)c1,-0.5%,-5.9%,-13.1%,5.9%
CCOC(=O)CSc1nnc(-c2ccc(Cl)cc2Cl)o1,11.7%,-19.7%,.,-1.2%
O=C(NCc1cccs1)c1cnc2sccn2c1=O,-1.7%,2.1%,-13.0%,5.3%
COc1ccc(OC)c(CNC(=O)C2CCCN(c3ncnc4onc(-c5ccc(F)cc5)c34)C2)c1 (configuration not stated),-2.9%,-1.3%,-11.2%[10.9 µM],23.7%
COc1cccc(-n2nnc3c(=O)n(CC(=O)N4CCCCC4)cnc32)c1,-0.6%,-0.7%,-35.7%[inhibitor],5.2%
COc1cc(OC)c(C(=O)Nc2ncn[nH]2)cc1OC,-0.4%,-5.0%,7.0%,0.0%
COc1ccc(N2CC(C(=O)Nc3ccc(N4CCOCC4)cc3)CC2=O)cc1 (configuration not stated),1.1%,7.8%,-5.7%,-8.2%
O=C(c1ccc2c(=O)n(CC3CCCO3)c(=S)[nH]c2c1)N1CCN(c2ccccc2)CC1 (configuration not stated),-0.4%,-10.1%,-1.6%,1.3%
Cn1c(=O)c2c(n3ncnc13)NC(=O)CC2c1cccc(F)c1 (configuration not stated),-2.0%,-1.0%,-14.5%[10.9 µM],22.7%
CCCCN(C)CCCNC(=O)c1cc(=O)[nH]c2ccc(S(=O)(=O)N3CCCCC3)cc12,0.6%,12.3%,-2.1%[10.9 µM],-24.3%
COc1ccc(N2CCN(C(=O)c3ccc(Nc4nc5ccccc5n5nnnc45)cc3)CC2)cc1,?,12.3%,-8.0%[10.9 µM],3.8%
CCOC(=O)c1ccc(Oc2nc(C)nc3c2oc2ccccc23)cc1,1.2%,6.1%,-7.4%[10.9 µM],-23.7%
COc1ccc(NC(=O)CCOc2ccccc2)c(OC)c1,-0.4%,-4.0%,2.2%,1.6%
O=C(O)c1ccc(S(=O)(=O)NC2CCCc3ccccc32)cc1 (configuration not stated),2.5%,-13.2%,-9.8%,4.4%
COc1ccccc1C1Nc2ccccc2-n2c(-c3ccccc3)c3c(=O)n(C)c(=O)n(C)c3c21 (configuration not stated),0.4%,10.2%,-5.2%[10.9 µM],5.9%
O=C(NCCc1nc2ccccc2n1Cc1ccccc1F)c1ccc(F)cc1,?,-2.3%,3.3%[10.9 µM],-1.2%
c1cnc(N2CC[N+]3(CCCC3)CC2)nc1,7.8%,-0.3%,0.3%,5.3%
COc1ccc(-c2nnc3ccc(SC(C(C)=O)C(C)=O)nn23)cc1OC,-1.0%,-6.3%,-5.2%,-3.8%
CCn1c(C)c(C(C)=O)c(NCc2ccccc2)nc1=S,-0.1%,2.1%,?,6.0%
CCCn1c(C)nc2c(NCCCCN(C)C)nc(C)nc21,.,-1.2%,-7.0%,-6.5%
COc1cccc(CN2C(=O)C3(SCC(=O)N3c3ccc(F)cc3)c3ccccc32)c1 (configuration not stated),4.5%,5.5%,8.1%[10.9 µM],0.2%
CCc1ccc(-c2nc(CS(=O)CC(=O)NCc3cccnc3)c(C)o2)cc1 (configuration not stated),-1.2%,-8.5%,-5.7%,-28.0%
COc1ccc(Br)cc1C1Sc2ccccc2NC2=C1C(=O)c1ccccc12 (configuration not stated),-0.6%,3.5%,-11.5%[10.9 µM],10.8%
CCOc1cc(C2c3c(n[nH]c3C)C(=O)N2c2ccc(C)cc2)ccc1O (configuration not stated),-0.3%,8.1%,-1.5%,14.9%
COc1cccc(CNC(=O)C(=O)NCC(c2ccco2)S(=O)(=O)c2ccccc2)c1 (configuration not stated),-1.0%,-0.7%,-12.3%[10.9 µM],25.5%
Cn1c(=O)c2c(nc(SCC(=O)Nc3ccccc3)n2C)n(C)c1=O,-1.9%,-1.1%,-4.3%,11.2%
Cc1ccc2[nH]c(=O)c(C(c3nnnn3CC3CCCO3)N3CCOCC3)cc2c1 (configuration not stated),-0.6%,1.3%,4.6%,2.7%
Cc1sc2ncn(CC(=O)N(C)c3cccc(C(F)(F)F)c3)c(=O)c2c1S(=O)(=O)N1CCN(c2ncccn2)CC1,2.4%,3.1%,8.1%[10.9 µM],-12.5%
COCCCNC(=O)C1CCN(C(=O)c2cc3sccc3n2Cc2ccc(F)cc2)CC1,5.6%,7.5%,-24.6%,-3.1%
COc1ccc2nc(NC3=NCN(CC4CCCO4)CN3)nc(C)c2c1 (configuration not stated),0.1%,-0.3%,-13.7%,9.8%
COc1ccc(NC(=O)CN2C(=O)CSc3ccc(S(=O)(=O)N(C)C)cc32)cc1Cl,-0.9%,0.9%,-10.5%[10.9 µM],3.5%
COc1cccc(NC(=O)Cn2c(=O)n(Cc3ccco3)c(=O)c3cc(OC)c(OC)cc32)c1,4.8%,-1.8%,3.2%[10.9 µM],-0.2%
COc1cccc(OC)c1C(=O)Nc1cccc(-c2cn3ccsc3n2)c1,-3.1%,?,7.7%[10.9 µM],?
Cc1nc(CCNS(=O)(=O)c2cccs2)cs1,1.3%,31.7%[activator],-7.3%,3.2%
O=C(CSc1nnnn1-c1ccccc1)Nc1nc(-c2ccccc2)ns1,-1.9%,18.3%,-3.4%,4.1%
CC1=C(C(=O)NCc2ccccc2)C(c2cccs2)n2ncnc2N1 (configuration not stated),4.5%,-8.6%,-1.1%,6.6%
Cc1ccccc1-n1c(/C=C/c2c(C)n(C)c3ccccc23)nc2ccccc2c1=O,0.9%,1.0%,-11.8%[10.9 µM],-17.0%
CCOC(=O)c1noc2nc(C)n(CC(=O)Nc3ccccc3F)c(=O)c12,-1.5%,3.8%,3.2%[10.9 µM],-12.5%
Cc1[nH]nc2c1C(C1CC=CCC1)C(C#N)=C(N)O2 (configuration not stated),?,32.3%[activator],-29.3%,123.1%[activator]
COc1ccc(C(C)=O)c(Oc2nc(CN3CCOCC3)nc3scc(-c4cccs4)c23)c1,-0.2%,12.6%,-5.8%,8.0%
Cn1c(SCC(=O)N2CCN(c3cccc(Cl)c3)CC2)nnc1-c1ccncc1,0.6%,3.1%,5.9%,-2.3%
Cc1cc(OCc2nc(N)nc(N)c2-c2ccc(Cl)c(Cl)c2)ccc1[N+](=O)[O-],-0.6%[11.4 µM],?,-16.4%[10.9 µM],?
CCOC(=O)c1c(C)oc2cc(Br)c(OC(C)C(=O)OCC)cc12 (configuration not stated),-0.1%,12.0%,-8.7%,-19.4%
CCOc1ccccc1NC(=O)CSc1c(C)cnc2c1c(=O)n(C)c(=O)n2C,7.7%,-7.4%,-16.0%[10.9 µM],-18.5%
CC(=O)Nc1ccc(C(=O)Nc2ccc3c(c2)N(C2CCCC2)C(=O)c2ccccc2S3)cc1,?,?,6.0%[10.9 µM],-13.5%
Cc1ccc2c(c1)[nH]c1c(=O)n(CCN3CCNCC3)cnc12,5.6%,7.6%,-10.5%,1.5%
O=C(CSc1nc(=O)n(Cc2ccco2)c2c1CCC2)NCc1ccc(F)cc1,?,-11.2%,6.4%[10.9 µM],-5.7%
Cc1cc(S(=O)(=O)C(CNC(=O)COc2ccccc2)c2cccs2)ccc1F (configuration not stated),?,0.1%,-12.2%[10.9 µM],-16.2%
Cc1cccc(Nc2cc(C)nc3nc(Cc4ccc(Cl)cc4)nn23)c1,?,32.8%[activator],-8.5%[10.9 µM],-7.2%
O=C(C1CCCN(Cc2ccccc2Br)C1)N1CCCCC1 (configuration not stated),-0.2%,-3.1%,-12.1%,-0.2%
O=C1c2ccccc2NC(c2ccco2)N1O (configuration not stated),1.0%,-10.3%,-10.5%,-7.5%
CC12CCC3c4ccc(O)cc4CCC3C1CCC2=O (configuration not stated),.,5.8%,-1.0%,-2.7%
O=S(=O)(Cc1ccccc1)N1CCCC(c2nc(-c3ccc(F)cc3)no2)C1 (configuration not stated),?,3.0%,-14.9%,-1.4%
COCCn1c(=O)[nH]c2cc(C(=O)NCCc3ccc(OC)c(OC)c3)ccc2c1=O,0.3%,3.1%,-4.7%,-1.9%
COc1ccc2oc(C)c(C(=O)Cn3ccnc3)c2c1,-0.1%,-16.9%,-11.3%,3.8%
COc1ccc(OC)c(-n2cc3c(=O)n(C)c(=O)n(C)c3c2)c1,2.5%,32.6%[activator],-10.0%,23.2%
CCOC(=O)c1cc(OC(=O)c2cccc(F)c2)n(-c2ccccc2)n1,0.6%,-2.3%,-4.6%[10.9 µM],3.2%
COCCn1c(=NC(=O)CSC(C)=O)sc2cc(F)ccc21,?,-5.3%,-14.2%,-19.3%
